EPAC1 agonist – EPAC1 (human) agonism | AID 720707 | O95398 | Potency, µM (highest dose often 154 µM), inactives show at the highest dose activation, usual class: activators | 360,000 compounds, 0.073% hits | EPAC1 agonist qHTS, biochemical assay; response scale: 100% = response to 6.5 mM cAMP; also: potency is read from the fitted curve at half-maximal effect; nearly all actives have a fitted effect of over 60% in size
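Normalized to 6.5 mM cAMP, activity reflects EPAC1-catalysed release of BODIPY-GDP from Rap1B, followed kinetically over 30 min at 480 nm excitation, 540 nm emission. Reaction contained 100 nM EPAC1, 250 nM Rap1B-BODIPY-GDP, 50 uM GDP.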
PLK1 PBD block – blocks phosphopeptide binding to human PLK1 polo-box domain; Plk1 PBD binding of FITC phosphopeptide, fluorescence polarization; P53350; Potency, µM, for inactives: max response, negative = inhibition, actives largely listed as inhibitors; 360,000 compounds, 2.8% hits; also: potency is read from the fitted curve at half-maximal effect; series mostly up to about 57 µM; % is scaled to controls: 0 for no effect and ±100 for the full control effect; nearly all actives have a fitted effect of over 65% in size
Target sequence (P53350 whole entry, looked up, the tested form may be a part): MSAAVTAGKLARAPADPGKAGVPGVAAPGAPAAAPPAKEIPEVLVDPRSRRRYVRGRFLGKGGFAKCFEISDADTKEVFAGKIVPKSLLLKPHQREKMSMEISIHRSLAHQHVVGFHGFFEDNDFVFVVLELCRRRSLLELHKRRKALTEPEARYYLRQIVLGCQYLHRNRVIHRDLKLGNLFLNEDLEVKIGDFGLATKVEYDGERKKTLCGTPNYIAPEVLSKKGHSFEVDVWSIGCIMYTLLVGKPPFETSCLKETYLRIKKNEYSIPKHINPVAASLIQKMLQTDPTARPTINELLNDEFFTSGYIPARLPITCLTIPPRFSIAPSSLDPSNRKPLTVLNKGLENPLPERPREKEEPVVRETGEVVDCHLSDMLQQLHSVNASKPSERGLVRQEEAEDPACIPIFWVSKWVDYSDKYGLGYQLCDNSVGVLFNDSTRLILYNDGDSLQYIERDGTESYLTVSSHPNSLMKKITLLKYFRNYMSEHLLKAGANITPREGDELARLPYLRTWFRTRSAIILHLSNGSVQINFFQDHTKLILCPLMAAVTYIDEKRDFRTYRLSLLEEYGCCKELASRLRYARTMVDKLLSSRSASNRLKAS
PI5P4K alpha inh – PI5P4K alpha (human) kinase inhibition; P48426; 330,000 compounds, 1.2% hits; AID 652105; max response, %; PI5P4Kalpha enzyme, ADP-Glo luminescence, 60 min; hits give low values; active = max response of -50% or lower; inconclusive = between -30% and -50%; inactive = -30% or higher; also: value at the top dose of about 77 µM; % is scaled to controls: 0 for no effect and ±100 for the full control effect
Target sequence (P48426 whole entry, looked up): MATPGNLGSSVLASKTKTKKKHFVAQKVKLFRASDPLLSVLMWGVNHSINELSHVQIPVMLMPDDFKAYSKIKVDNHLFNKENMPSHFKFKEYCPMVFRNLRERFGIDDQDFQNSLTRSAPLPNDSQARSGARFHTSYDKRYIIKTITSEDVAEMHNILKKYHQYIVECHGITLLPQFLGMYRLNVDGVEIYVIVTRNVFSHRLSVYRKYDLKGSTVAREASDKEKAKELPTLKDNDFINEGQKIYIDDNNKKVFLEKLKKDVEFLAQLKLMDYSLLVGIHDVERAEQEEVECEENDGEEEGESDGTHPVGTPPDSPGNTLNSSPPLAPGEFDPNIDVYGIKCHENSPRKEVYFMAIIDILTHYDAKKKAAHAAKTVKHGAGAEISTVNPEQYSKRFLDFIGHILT
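PI5P4Kalpha ADP-Glo assay; 5 microM ATP final; 60 min RT reaction; HEPES pH 7.4/EGTA/CHAPS, 5% DMSO; controls lacking substrate or enzyme; luminescent end-point.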
IL2 activator – activators of IL-2; 360,000 compounds, 0.065% hits; activation, % (series mostly up to about 46 µM); IL-2 activation reporter assay, cell-based qHTS; stimulated with anti-CD3/CD4/CD28 beads; in transgenic mouse T cells; in the data active = activation above about 50%; inconclusive = mostly about 30% to 49%; also: 0% is about no effect
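Screening format: compound pinned onto unstimulated transgenic mouse T cells, 60 min incubation, then anti-CD3/anti-CD4/anti-CD28 bead stimulation for 18 hours at 37 degrees C, followed by EGFP and DsRed detection.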
WRN helicase inh – WRN helicase (human) inhibition; Q14191; WRN helicase unwinding, fluorescent forked duplex, kinetic; Potency, µM (highest dose often 114 µM), inactives show at the top dose activity change, negative = inhibition, most hits filed as inhibitors; 360,000 compounds, 0.46% hits; AID 651768; also: potency is read from the fitted curve at half-maximal effect; % is scaled to controls: 0 for no effect and ±100 for the full control effect; nearly all actives have a fitted effect of over 55% in size
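Kinetic red-fluorescence monitoring (525/598 nm) tracks WRN helicase activity after 100 nM fluorophore-quencher forked duplex and 2 mM ATP are added to 20 nM enzyme pretreated 15 min at room temperature with compound.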
FUS yeast rescue – suppressors of FUS proteinopathy in yeast | S. cerevisiae FUS-expressing, growth rescue, OD600, 24 h | Potency, µM (doses to about 76.6 µM), for the others: at the highest dose growth rescue (activation), hits mostly activators | 390,000 compounds, 0.24% hits;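 also: potency is read from the fitted curve at half-maximal effect; plate controls were DMSO vehicle for no effect and reference control for full effect; nearly all actives have a fitted effect of over 55% in size; some results filed as inactive show a strong effect at the top dose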
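Cultures pregrown in 2.5% raffinose medium are shifted to minimal medium containing 2% galactose to express toxic FUS. Compounds are tested at several concentrations. After 24hr at 30C, growth is quantified at 600 nm absorbance.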
EPAC1 antagonist – EPAC1 (human) antagonism | Potency, µM (series often up to 115 µM), without a hit: at the top dose activity change, negative = inhibition, usual class: inhibitors | EPAC1 GEF assay, Rap1b-BODIPY-GDP exchange fluorescence | 360,000 compounds, 0.14% hits | AID 720709;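 also: potency is read from the fitted curve at half-maximal effect; plate controls were vehicle for no effect and positive control for full effect; nearly all actives have a fitted effect of over 50% in size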
Abeta yeast res – A-beta toxicity reversal in yeast | yeast expressing A-beta42, growth rescue, OD600, 48 h; response scale: 0% DMSO, 100% iron-clioquinol control | Potency, µM (highest dose often 46.1 µM), for the others: at the top dose growth rescue, most hits filed as activators | 410,000 compounds, 0.063% hits; also: potency is read from the fitted curve at half-maximal effect; nearly all actives have a fitted effect of over 55% in size
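Growth rescue measured by 600 nm absorbance after 48 h yeast culture at 30 C with compound. Values normalized between DMSO and an equimolar ferric chloride plus clioquinol control.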
The depositor's hits bear a star; ? = inconclusive; . = no result given; & = joins results of further samples; [ ] = dose if it differs, or a comment. Unless noted, calls follow the shape of the dose curve; as a rule, active = well fitted curve in the direction sought with a large enough effect; inconclusive = small, poorly fitted or top-dose-only effect, or another doubt; inactive = no such curve, though single readings can be large; an effect the other way counts as inactive or inconclusive. Not a hit list; overall some 4.1% were active at least once.

1: CC1CCC(NC(=O)CN2C(=O)c3cccnc3Oc3ccc(Cl)cc32)CC1 (stereo unspecified)
2: Cc1cc(C)n(C(=O)Cn2nc(C)c(Cl)c2C)n1
3: COc1cccc(C(=O)N2CCN(C(=O)c3cccc(F)c3)CC2)c1
4: Cn1cc(S(=O)(=O)N2CCc3ccccc32)cc1C(=O)NC1CCCCC1
5: O=C(CC1CCS(=O)(=O)C1)NC1CCCCC1 (stereo unspecified)
6: Cc1nn(-c2ccc(F)cc2)c2nc(N)c(C#N)c(-c3ccc(O)c(O)c3)c12
7: CC1N(C)c2cc(NC(=O)c3cccs3)c(P(=O)(Nc3ccc([N+](=O)[O-])cc3)N3CCOCC3)cc2C1(C)C (stereo unspecified)
8: COc1ccc(Cl)cc1NC(=O)c1cc(-c2ccco2)on1

entry no.	1	2	3	4	5	6	7	8
EPAC1 agonist	-14%	3%	-11%	-13%	0%	-5%	15%	5%
PLK1 PBD block	-6%	-11%	-3%	-5%	-3%	5%	-15%	-2%
PI5P4K alpha inh	-4	-5	3	1	1	?	-3	-24
IL2 activator	-4.0	0.6	3.6	-1.2	-0.7	3.8	0.0	-2.5
WRN helicase inh	-3%	-29%	4%[57.1 µM]	3%	3%[57.1 µM]	-20%	3%	-14%
FUS yeast rescue	?	-7%	10%	-31%	-6%	6%	?	30%
EPAC1 antagonist	4%	7%	-21%	-20%	-3%	?	-12%	8%
Abeta yeast res	-5%	3%	-3%	3%	22%	4%	4%	-5%

9: COc1ccc(NC(=O)CS(=O)CC(=O)Nc2cccc3cccnc23)cc1 (stereo unspecified)
10: Cc1ccc(OCC(=O)NC(C)c2ccccc2)cc1C (stereo unspecified)
11: CCCN1C(=O)/C(=C\C=C2/C=CN(CC)c3ccccc32)SC1=S
12: Cc1ccccc1Oc1cc(NC(=O)Cn2cnc([N+](=O)[O-])c2)cc([N+](=O)[O-])c1
13: O=C(Nc1nnc([C@@H]2C[C@H](O)[C@@H](CO)O2)s1)c1cccs1
14: COc1cc(NC(=O)c2ccc(-c3cccnc3)c3ccoc23)cc(OC)c1OC
15: COC(=O)CSc1nc2sc3c(c2c(=O)n1-c1ccc(OC)cc1)CCN(C)C3
16: CN(CC(=O)Nc1ccccc1Cl)C(=O)COC(=O)c1ccccc1[N+](=O)[O-]

entry no.	9	10	11	12	13	14	15	16
EPAC1 agonist	4%	-7%	3%	6%	7%	-9%	-4%	-1%
PLK1 PBD block	0%	-1%	-10%	-2%	3%	-20%	-12%	-5%
PI5P4K alpha inh	5	-4	-8	-2	8	0	3	2
IL2 activator	-0.7	2.1	-1.4	-1.5	-0.4	-0.5	0.9	-4.7
WRN helicase inh	-12%[57.1 µM]	4%	-21%	-4%	-6%	4%	-5%	-6%
FUS yeast rescue	-23%	8%	.	-15%	-26%	44%	28%	0%
EPAC1 antagonist	-4%	-3%	10%	-22%	-11%	-15%	-13%	1%
Abeta yeast res	-13%	-3%	-5%	-3%	-7%	-22%	0%	-2%

Filtered by structure, those above containing a Cl atom.
1: CC1CCC(NC(=O)CN2C(=O)c3cccnc3Oc3ccc(Cl)cc32)CC1 (stereo unspecified)
2: Cc1cc(C)n(C(=O)Cn2nc(C)c(Cl)c2C)n1
8: COc1ccc(Cl)cc1NC(=O)c1cc(-c2ccco2)on1
16: CN(CC(=O)Nc1ccccc1Cl)C(=O)COC(=O)c1ccccc1[N+](=O)[O-]

entry no.	1	2	8	16
EPAC1 agonist	-14%	3%	5%	-1%
PLK1 PBD block	-6%	-11%	-2%	-5%
PI5P4K alpha inh	-4	-5	-24	2
IL2 activator	-4.0	0.6	-2.5	-4.7
WRN helicase inh	-3%	-29%	-14%	-6%
FUS yeast rescue	?	-7%	30%	0%
EPAC1 antagonist	4%	7%	8%	1%
Abeta yeast res	-5%	3%	-5%	-2%

Next entries follow.
17: CCOC(=O)c1cc(-c2ccccc2)sc1NC(=O)C(C)OC(=O)c1cccc(S(=O)(=O)N(C)C)c1 (stereo unspecified)
18: COC(=O)[C@@]12CCCCN1[C@H](c1ccc(-c3ccc(C(C)=O)cc3)c(OC)c1)[C@@H]1C(=O)N(C)C(=O)[C@@H]12
19: COC(=O)C1CC(=O)c2sccc2C1 (stereo unspecified)
20: COc1cccc(NC(=O)C2(C)CCN2Cc2ccc3ccccc3c2)c1 (stereo unspecified)
21: COC(=O)c1ccccc1S(=O)(=O)Nc1ccc2cn[nH]c2c1
22: O=C(COC(=O)C1COc2ccccc2O1)c1ccc(F)cc1 (stereo unspecified)
23: Cc1ccc(C)c(-c2csc(NC(=O)c3c(C)noc3C)n2)c1
24: COc1ccc(OC)c2c1C(=O)CC2C (stereo unspecified)

entry no.	17	18	19	20	21	22	23	24
EPAC1 agonist	-20%	-15%	5%	3%	5%	-2%	3%	-5%
PLK1 PBD block	2%	1%	-4%	-11%	-7%	4%	-19%	4%
PI5P4K alpha inh	10	-4	5	27	-1	-1	8	8
IL2 activator	0.2	-1.9	8.4	-0.3	1.7	-0.5	-0.4	-1.3
WRN helicase inh	-3%	-7%	2%	-9%	-5%	6%	-6%	2%
FUS yeast rescue	13%	?	-10%	10%	14%	-50%	3%	-6%
EPAC1 antagonist	-8%	6%	-10%	-16%	6%	9%	5%	22%
Abeta yeast res	12%	-1%	-7%	-1%	18%	2%	2%	3%

25: Cc1cc(C)n(C(=O)CNC(=O)C(c2ccccc2)c2ccccc2)n1
26: Cc1cc(OCC(=O)NNC(=O)c2cnccn2)cc(C)c1Cl
27: CCC(C)(C)NC(=O)C(c1cccnc1)N(C(=O)c1csnn1)c1ccccc1 (stereo unspecified)
28: O=C(NCc1cccc(C(F)(F)F)c1)C1CC(c2ccccc2[N+](=O)[O-])=NO1 (stereo unspecified)
29: NC(=O)c1ccc(NC(=O)C2COc3ccccc3O2)cc1 (stereo unspecified)
30: CCOC(=O)N1CCN(C(=O)c2cc(-c3ccc(F)cc3)[nH]c2C)CC1
31: CCCOc1nc2c(c(=O)n(C)c(=O)n2C)n1CCC
32: CC(C)(C)C(=O)Nc1nnc(SCC(=O)Nc2nccs2)s1

entry no.	25	26	27	28	29	30	31	32
EPAC1 agonist	18%	-3%	6%	5%	10%	0%	1%	1%
PLK1 PBD block	-1%	-3%	10%	-1%	3%	-1%	-8%	-3%
PI5P4K alpha inh	16	5	3	-4	-1	0	.	7
IL2 activator	-0.4	-3.6	0.3	0.0	0.5	-1.8	-2.2	0.3
WRN helicase inh	-2%	7%	5%	-10%	0%	-4%	-2%	-20%
FUS yeast rescue	4%	-8%	-23%	14%	-15%	10%	-9%	.
EPAC1 antagonist	-10%	25%	-8%	-13%	-18%	5%	-2%	-11%
Abeta yeast res	13%	?	9%	7%	-4%	1%	-17%	-11%

33: Clc1ccc(CN2CCCCCC2)cc1
34: O=S(=O)(Nc1ccc(C(F)(F)F)cc1)c1cccs1
35: CCOC(=O)COn1c(=O)c(-c2cccs2)[n+]([O-])c2ccccc21
36: Cc1ccc(NC(=O)c2sc3nc[nH]c(=O)c3c2C)c(C)c1
37: Cc1cccc(-c2noc(CNC(=O)c3ccco3)n2)c1
38: CCN(Cc1ccccc1)C(=O)CN1C(=O)COc2ccc(S(=O)(=O)N3CCCCCC3)cc21
39: O=C1CSC(c2ccc(F)c(F)c2)N1c1ccccc1F (stereo unspecified)
40: Cc1c(C(=O)NCc2ccccn2)oc2ccc(S(=O)(=O)N3CCC4(CC3)OCCO4)cc12

entry no.	33	34	35	36	37	38	39	40
EPAC1 agonist	14%	1%	0%	2%	-2%	-4%	-2%	11%
PLK1 PBD block	-7%	-4%	?	-1%	0%	-6%	-20%	?
PI5P4K alpha inh	6	2	-2	2	0	-3	4	0
IL2 activator	1.3	1.2	2.7	-1.5	0.6	-3.4	-3.1	0.5
WRN helicase inh	-8%	-25%	2%[57.1 µM]	-4%	10%	-6%	3%[57.1 µM]	-6%
FUS yeast rescue	7%	-7%	29%	24%	-1%&-12%	26%&37%	1%	11%
EPAC1 antagonist	5%	-6%	?	-9%	20%	?	26%	-2%
Abeta yeast res	-7%	23%	-25%	3%	3%&-8%	-7%&-5%	4%	9%

Results in PLK1 PBD block, PI5P4K alpha inh and IL2 activator (2 entries from above):
no.	mol	PLK1 PBD block	PI5P4K alpha inh	IL2 activator
36	Cc1ccc(NC(=O)c2sc3nc[nH]c(=O)c3c2C)c(C)c1	-1%	2	-1.5
38	CCN(Cc1ccccc1)C(=O)CN1C(=O)COc2ccc(S(=O)(=O)N3CCCCCC3)cc21	-6%	-3	-3.4

Single entries from the results shown:
`O=C1CSC(c2ccc(F)c(F)c2)N1c1ccccc1F` (stereo unspecified) @ FUS yeast rescue = 1%
`Cc1cccc(-c2noc(CNC(=O)c3ccco3)n2)c1` @ Abeta yeast res = 3%&-8%
`O=S(=O)(Nc1ccc(C(F)(F)F)cc1)c1cccs1` @ EPAC1 antagonist = -6%
`Cc1c(C(=O)NCc2ccccn2)oc2ccc(S(=O)(=O)N3CCC4(CC3)OCCO4)cc12` @ EPAC1 antagonist = -2%

The list goes on:
41: Cc1ccccc1NS(=O)(=O)c1ccc(C(=O)NCC(C)(C)N2CCOCC2)cc1
42: Cc1ccc(S(=O)(=O)N(CC(=O)N2CCC(C(N)=O)CC2)Cc2ccc(F)cc2)cc1
43: CCCN1C(=O)/C(=C2\SC(=S)N(c3c(C)n(C)n(-c4ccccc4)c3=O)C2=O)c2ccccc21
44: Cc1ccc(NC(=O)CSc2ncccn2)c([N+](=O)[O-])c1
45: Cc1cccc2nc(COc3ccc4ccccc4c3Br)cn12
46: Cc1nc(/N=C(\N)NC(=O)NC2CCCCC2)nc2ccccc12

entry no.	41	42	43	44	45	46
EPAC1 agonist	0%	8%	0%	-2%	2%	2%
PLK1 PBD block	-6%	-8%	1%	-2%	-8%	-15%
PI5P4K alpha inh	0	.	0	-1	13	-10
IL2 activator	1.5	2.0	-2.0	-0.7	-0.1	-1.5
WRN helicase inh	-18%	-7%	6%	-4%	-4%	23%
FUS yeast rescue	5%	59%	-13%	15%	45%	24%
EPAC1 antagonist	10%	-9%	14%	9%	10%	-20%
Abeta yeast res	-1%	-7%	-5%	-5%	-17%	-4%
